Compound activity from PubChem BioAssay.
E-sel inducer = induces E-selectin expression in human endothelial cells; P16581; HUVEC E-selectin immunofluorescence imaging; normalized: neutral wells 0, TNF-alpha wells 100; activation, % at 7.58 µM; hit rate 0.37% among 260,000;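 active = mean E-selectin-positive cell signal at least 10% of the positive control, reached in at least 60% of replicates, without over 20% cell loss; inconclusive = no rule given, readout overlaps actives, possibly toxicity-flagged; inactive = the rest, including those meeting only one limit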;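 note: in these data hits start at about 27%; measured in HUVEC primary endothelial cells; signal is the percent of cells scored E-selectin positive by PE staining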
Target sequence (P16581 whole entry, looked up): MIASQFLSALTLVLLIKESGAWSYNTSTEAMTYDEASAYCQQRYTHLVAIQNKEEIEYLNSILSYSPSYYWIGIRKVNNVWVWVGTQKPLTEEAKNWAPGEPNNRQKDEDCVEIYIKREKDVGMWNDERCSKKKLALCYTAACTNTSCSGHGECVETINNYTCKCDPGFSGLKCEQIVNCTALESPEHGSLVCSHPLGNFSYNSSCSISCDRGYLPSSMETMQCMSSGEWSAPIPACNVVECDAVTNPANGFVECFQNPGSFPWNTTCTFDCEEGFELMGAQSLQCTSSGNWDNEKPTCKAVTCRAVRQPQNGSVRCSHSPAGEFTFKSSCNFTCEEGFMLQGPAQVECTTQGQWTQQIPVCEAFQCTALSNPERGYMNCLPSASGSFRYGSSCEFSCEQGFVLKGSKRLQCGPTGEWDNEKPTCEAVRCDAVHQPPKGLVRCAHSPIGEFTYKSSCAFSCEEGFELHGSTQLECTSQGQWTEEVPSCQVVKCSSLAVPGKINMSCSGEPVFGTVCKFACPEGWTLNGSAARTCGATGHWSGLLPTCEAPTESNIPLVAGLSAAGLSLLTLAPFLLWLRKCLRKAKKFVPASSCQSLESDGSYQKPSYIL
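Test system: HUVEC; input: 3,000 HUVEC/well; measured by: immunofluorescence imaging; read-out: % PE-positive cells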
RAD52 anneal inh = inhibitors of human RAD52 DNA annealing | recombinant RAD52 DNA annealing, FRET fluorescence | inhibition, % at 18.7 µM | hit rate 0.46% among 360,000 | AID 651710;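 active = every replicate showing at least 50% inhibition; inconclusive = mean inhibition at least 50% but not in every replicate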
Casp6 inh = inhibitors of human caspase-6. P55212. purified caspase-6, Z-VEID-R110 cleavage fluorescence. inhibition, % at 12.5 µM. hit rate 0.53% among 350,000;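 active = mean inhibition across replicates at least about 35%, with every replicate also reaching that limit, limit read from the data; inconclusive = only one of the two criteria met; inactive = neither criterion met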;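 note: 0% = median of neutral control wells and 100% = no fluorescence left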
Target sequence (P55212 24-179 limits assumed): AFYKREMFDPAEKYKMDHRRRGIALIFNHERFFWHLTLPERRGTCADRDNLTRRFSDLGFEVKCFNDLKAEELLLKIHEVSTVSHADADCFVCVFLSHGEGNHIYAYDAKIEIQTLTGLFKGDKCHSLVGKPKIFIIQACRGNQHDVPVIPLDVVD
Target sequence (P55212 194-293 limits assumed): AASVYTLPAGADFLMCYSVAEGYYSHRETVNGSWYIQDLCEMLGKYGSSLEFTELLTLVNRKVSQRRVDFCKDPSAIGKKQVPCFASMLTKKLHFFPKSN
DENV2 CPE = inhibitors of DENV2 cytopathic effect. hit rate 1.7% among 350,000. CPE inhibition, % at 9.99 µM. DENV2-infected cells, cytopathic effect rescue, plate reader. AID 651640; in the data active = CPE inhibition above about 20%, passing the limit was not always enough; inconclusive = no clear call, values can overlap the other calls; tested in BHK-21 cells;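 note: 0% = median of neutral control wells and 100% = median of positive control wells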
GSIS activator = GLuc luminescence reporter in INS-1E cells, primary screen for activators of glucose-dependent secretion of insulin. activation, % at 16.6 µM. INS-1E GLuc reporter insulin secretion, 2-3 h. hit rate 0.61% among 370,000. AID 743287;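 active = lowest replicate activation of at least 40%, so every replicate reaches that level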;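 note: 0% = median of neutral control wells and 100% = median of IBMX positive control wells; some compounds called inactive have numbers as strong as hits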
Xi reactivation = activators of X-chromosome reactivation in mouse fibroblasts; XiGFP mouse fibroblasts, % GFP-positive cells imaging, 3 d; cells co-treated with 5-aza-dC sensitizer; scaled so ellipticine positive control = 100%; activation, % at 7.58 µM; hit rate 0.055% among 360,000;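 active = mean normalized replicate activation at least 10% and every replicate at or above 10%; inconclusive = only one of the two criteria met; inactive = mean below 10% and not all replicates reach 10%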;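 note: 0% = median of on-plate neutral control wells and 100% = ellipticine 6 µM median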
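Material: SV40-immortalized XiGFP fibroblast cells, line 68-5-11 | Buffer or medium: DMEM containing 5-aza-dC | Dosing: One concentration, pinned | Times: 3 d treatment, 15 min room-temperature fixation | Controls: Ellipticine 6 µM positive control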
F508del corr = CFTR F508del correction in bronchial cells; CFBE cells, YFP halide quenching; stimulated with forskolin plus potentiator P3; % fluorescence drop versus neutral controls; activity (quench increase), % at 7.58 µM; hit rate 0.36% among 350,000;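 active = mean added fluorescence quench of at least 8% versus neutral control, with both replicates also reaching 8%; inconclusive = only one of the mean or replicate conditions met; inactive = mean below 8% and not both replicates reaching 8%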;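 note: cells transiently co-express mutant CFTR-F508del with the halide-sensitive YFP; corrector assay measuring rescue of mutant channel to the surface after 24 h compound exposure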
RAD54 inh = RAD54 (human) branch migration inhibition. hit rate 0.14% among 360,000. Q92698. RAD54 Holliday junction branch migration, FAM/BHQ fluorescence. inhibition, % at 10.4 µM;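 active = mean normalized replicate activity at least 40 and at least half of replicates scoring 40 or more; inconclusive = only one of the two criteria met; inactive = mean below 40 and under half of replicates reaching 40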;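 note: 0% = median of neutral control wells and 100% = median of positive control wells; inhibitors cause a drop in the FAM fluorescence signal; in these data hits start at about 50%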
* = called active by the depositor; ? = inconclusive; · = no result given.

SMILES	E-sel inducer	RAD52 anneal inh	Casp6 inh	DENV2 CPE	GSIS activator	Xi reactivation	F508del corr	RAD54 inh
COc1ccc(C(NC(=O)C2CCN(CCCc3ccccc3)CC2)c2cccs2)cc1 (configuration not stated)	-0.1	-30	-2	8	-25	0.0	4.4	1
O=C(CS(=O)(=O)c1ccccc1)Nc1nnc(Cc2ccccc2)s1	0.1	-11	3	0	21	0.0	5.7	-2
COc1ccc(NC(=O)N(C)C[C@H]2Oc3ccc(NC(=O)Nc4ccc(C(F)(F)F)cc4)cc3CC(=O)N([C@H](C)CO)C[C@@H]2C)cc1	0.2	-11	1	-10	-5	-0.4	-0.4	-1
COC(=O)c1cc(-c2ccc(F)cc2)n(-c2ccccc2)n1	·	-11	0	3	36	0.1	-0.1	7
CC(C)CC(=O)NC(=S)Nc1ccc(S(=O)(=O)N2CCCC2)cc1	·	-2	7	-4	-7	0.0	1.8	·
COCCNC(=S)N(CCc1c(C)[nH]c2ccc(OC)cc12)Cc1cccnc1	·	-21	-2	-1	4	0.0	-2.8	-12
Cc1noc(C)c1NC(=O)N[C@H]1C=C[C@H](CC(=O)NCCCN(C)C)O[C@H]1CO	-0.2	6	3	3	23	0.1	1.4	2
CC(=O)Nc1ccc(S(=O)(=O)NC2(C(F)(F)F)C(=O)NC(C)=C2C#N)cc1 (configuration not stated)	·	-20	6	-3	4	0.0	0.4	·
COc1ccc(C(=O)CCNc2cccc(Cl)c2)cc1	6.0	·	·	·	-3	0.0	·	7
CNC(=O)C1=C(C)Nc2nc3ccccc3n2C1c1ccc(F)cc1 (configuration not stated)	·	-3	-3	-3	5	-0.7	1.7	0
CN1C(=O)c2cc(NC(=O)c3ccc(F)c(F)c3)ccc2OC[C@H]2O[C@@H](CC(=O)N3CCOCC3)CC[C@H]21	0.2	21	0	-4	-6	0.4	5.6	6
CC(C)CC#Cc1ccc2c(c1)O[C@H](CN(C)C(=O)C1CCCCC1)[C@@H](C)CN([C@H](C)CO)S2(=O)=O	-1.1	-18	0	6	-4	-0.1	-3.1	0
CCN(C[C@@H]1[C@@H](c2ccccc2)[C@H](CO)N1C(=O)C1CC1)C(=O)NC1CCCC1	0.4	-13	1	-15	-5	0.0	0.4	4
Cc1cccc(S(=O)(=O)N2C[C@@H](O)COC[C@@H]3O[C@H](CC(=O)Nc4ccccc4)CC[C@H]32)c1	0.0	4	0	-4	-3	0.4	0.6	-20
O=C(C[C@@H]1C=C[C@@H](NC(=O)Nc2ccc3c(c2)OCO3)[C@@H](CO)O1)NCCCN1CCOCC1	0.1	-14	4	-2	-9	0.1	-3.2	13
O=C1COc2ccc(S(=O)(=O)N3CCN(c4cccc(Cl)c4)CC3)cc2N1	0.2	-2	0	0	20	0.0	-2.2	-1
CCNc1ccc(S(=O)(=O)N(C)C)cc1NCC(=O)Nc1ccccc1Br	1.5	-18	5	1	15	-0.1	-0.3	4
O=c1[nH]c(/C=C/c2cccc3ccccc23)nc2ccccc12	-0.7	-203	-2	-3	-4	-0.8	1.8	·
CN1CCN(C(=O)C[C@H]2CC[C@H]3[C@@H](COC[C@H](O)CN3C(=O)c3ccccc3F)O2)CC1	0.2	·	·	-4	7	0.3	-0.8	5
Cc1cc(COC(=O)C2N3C(=O)[C@@H](NC(=O)COc4ccccc4)[C@H]3SC2(C)C)on1 (some centres not stated)	·	-3	-1	-12	-1	0.0	1.5	-7
COc1ccc(S(=O)(=O)Nc2ccc3c(c2)C(=O)N([C@@H](C)CO)C[C@H](C)[C@@H](CN(C)C(=O)Cc2ccccc2)OCCCC[C@H](C)O3)cc1	-0.3	1	-3	68*	-33	-0.4	1.4	1
C=CCOC(=O)[C@H]1[C@@H]2C(=O)O[C@@H](c3ccccc3)[C@@H](c3ccccc3)N2[C@@H](c2ccc(OCCOC(=O)[C@H]3C[C@H]4C(=O)N[C@@H](Cc5ccccc5)C(=O)N4[C@H]3c3ccc(O)cc3)cc2)[C@]12C(=O)Nc1ccc(I)cc12	·	-2	1	0	·	·	1.2	·
Cc1ccccc1-c1cnc2c(c1)C(=O)N([C@@H](C)CO)C[C@H](C)[C@H](CN(C)C(=O)c1cccnc1)O2	0.0	-2	2	5	11	0.7	-1.3	5
CCN1CNC(=S)N(Cc2ccccc2)C1	1.8	-7	3	?	3	0.8	·	14
COc1ccc(S(=O)(=O)Nc2ccc3c(c2)C(=O)N([C@@H](C)CO)C[C@@H](C)[C@@H](CN(C)Cc2ccc(C(=O)O)cc2)O3)cc1	-0.1	-4	2	0	4	0.0	1.8	-2
CN(C)c1ccc(/C=N/NC(=O)CN2CCCCC2)cc1Br	0.1	-9	1	11	·	0.0	0.1	-1
CCOC(=O)c1sc2nc(NC(=O)C(C)(C)C)sc2c1C	-0.4	6	2	1	-29	0.1	-1.4	-12
Cc1ccc(C(O)c2ccncc2)cc1 (configuration not stated)	·	-1	2	-10	3	·	-3.7	·
CCOc1ccc(Oc2nc(NCC(C)C)nc(OC)n2)nn1	0.3	0	2	36*	·	0.0	3.2	-9
O=C(CCc1nnc(C2CCCCC2)o1)NCc1cccc(-n2cccn2)c1	·	-9	-2	-6	·	0.8	-0.3	·
C[C@H](CO)N1C[C@H](C)[C@H](CN(C)S(C)(=O)=O)OCCCC[C@H](C)Oc2ccc(NC(=O)Nc3ccc(F)cc3)cc2C1=O	0.6	·	·	-14	-6	0.0	2.6	-8
CNC(=O)OCN1C(=O)C2CC=CCC2C1=O (configuration not stated)	0.1	0	-2	-8	·	0.1	0.7	-12
O=C(NCc1ccc2c(c1)OCO2)C(=O)NCC1OCCCN1S(=O)(=O)c1ccc(F)cc1 (configuration not stated)	·	-15	1	-6	-5	0.4	1.2	1
Cc1oc(/N=C/c2cccc3ccccc23)c(C#N)c1C	·	-60	14	-10	8	·	0.7	1
COc1ccc(Nc2nc3[nH]c(=O)cc(O)c3s2)cc1	·	-30	0	8	6	0.0	-2.2	·
O=C(NNC(=O)c1cc2ccccc2oc1=O)c1ccccc1[N+](=O)[O-]	3.2	5	0	-6	21	-0.1	0.7	-12
Cc1ccc(NC(=O)CCNS(=O)(=O)c2ccc3[nH]c(=O)oc3c2)cc1C	0.5	-11	4	3	11	0.1	-1.2	0
Cc1ccc(C(=O)Cc2ccccc2)c(O)c1	-0.5	-36	-3	·	-7	0.2	-2.3	13
CCNC(=O)NC(=O)C(C)Sc1ncc(C(F)(F)F)cc1Cl (configuration not stated)	·	-5	-1	·	6	0.3	-1.6	6
Cc1cc2cc(CNC(=O)C(C)Oc3ccccc3)ccc2n1C (configuration not stated)	3.0	-33	4	-2	-9	0.0	3.3	·

Sorted by the number under RAD52 anneal inh (low to high): 7 from the list above
compound,RAD52 anneal inh,Casp6 inh,DENV2 CPE,GSIS activator,F508del corr
Cc1ccc(NC(=O)CCNS(=O)(=O)c2ccc3[nH]c(=O)oc3c2)cc1C,-11,4,3,11,-1.2
O=C(CCc1nnc(C2CCCCC2)o1)NCc1cccc(-n2cccn2)c1,-9,-2,-6,·,-0.3
COc1ccc(S(=O)(=O)Nc2ccc3c(c2)C(=O)N([C@@H](C)CO)C[C@@H](C)[C@@H](CN(C)Cc2ccc(C(=O)O)cc2)O3)cc1,-4,2,0,4,1.8
Cc1ccc(C(O)c2ccncc2)cc1 (configuration not stated),-1,2,-10,3,-3.7
CCOc1ccc(Oc2nc(NCC(C)C)nc(OC)n2)nn1,0,2,36*,·,3.2
O=C(NNC(=O)c1cc2ccccc2oc1=O)c1ccccc1[N+](=O)[O-],5,0,-6,21,0.7
CCOC(=O)c1sc2nc(NC(=O)C(C)(C)C)sc2c1C,6,2,1,-29,-1.4

A draw from above in order of formula weight, highest first.
SMILES	E-sel inducer	RAD52 anneal inh	Casp6 inh	DENV2 CPE	GSIS activator	Xi reactivation	F508del corr	RAD54 inh
Cc1ccccc1-c1cnc2c(c1)C(=O)N([C@@H](C)CO)C[C@H](C)[C@H](CN(C)C(=O)c1cccnc1)O2	0.0	-2	2	5	11	0.7	-1.3	5
O=C(NCc1ccc2c(c1)OCO2)C(=O)NCC1OCCCN1S(=O)(=O)c1ccc(F)cc1 (configuration not stated)	·	-15	1	-6	-5	0.4	1.2	1
CN(C)c1ccc(/C=N/NC(=O)CN2CCCCC2)cc1Br	0.1	-9	1	11	·	0.0	0.1	-1

(continued)
SMILES	E-sel inducer	RAD52 anneal inh	Casp6 inh	DENV2 CPE	GSIS activator	Xi reactivation	F508del corr	RAD54 inh
O=C(c1ccc(F)cc1)N1CC(=O)N2[C@H](CO)[C@@H](c3ccc(C#CC4CCCC4)cc3)[C@@H]2C1	-0.7	-19	-1	?	22	0.5	1.3	·
Cc1ccc(OCC(O)CNC2CCCC2)cc1C (configuration not stated)	·	-9	1	14	5	0.1	0.5	-3
COCC(=O)N1[C@H](C#N)[C@@H](c2ccc(-c3cccc(F)c3)cc2)[C@@H]1CO	-0.2	-29	0	-22	-7	-0.1	1.4	-26
CN(Cc1ccccc1)C(=O)c1ccccc1-c1ccccc1	1.9	10	0	15	-2	0.3	-0.9	8
C[C@H](CO)N1C[C@H](C)[C@@H](CN(C)C(=O)c2ccccn2)Oc2ncc(C3=CCCC3)cc2C1=O	-0.8	0	·	?	22	-0.9	-2.7	3
C=C1CCN([C@@H](Cc2ccccc2)C(=O)NC2CCN(Cc3ccccc3)CC2)S(=O)(=O)c2ccccc21	0.4	-38	-19	8	-8	-0.1	-0.8	2
O=C(CNC(=O)c1ccc(Br)cc1)N/N=C/c1cccnc1	·	-12	5	0	-13	0.2	-1.1	1
CO[C@H]1CN(C)C(=O)c2cc(NC(=O)C3CCC3)ccc2OC[C@H](C)N(C(=O)NC(C)C)C[C@H]1C	0.0	12	5	11	15	0.1	-1.4	3
O=C(c1cccc(F)c1)N1CCCCN2[C@H](CO)[C@H](c3ccc(-c4cccnc4)cc3)[C@H]2C1	0.3	8	0	-11	25	0.3	0.6	4
COc1ccc(CN(C)C[C@@H]2OCCCC[C@H](C)Oc3ccc(NS(=O)(=O)c4cn(C)cn4)cc3C(=O)N([C@H](C)CO)C[C@H]2C)cc1	0.2	18	-1	10	0	0.8	1.9	2
NC(=O)NC(=O)COC(=O)[C@H](Cc1ccccc1)NC(=O)c1cccs1	0.8	-2	1	0	17	0.1	0.5	-8

One compound at a time, as listed above. Values in the order: E-sel inducer | RAD52 anneal inh | Casp6 inh | DENV2 CPE | GSIS activator | Xi reactivation | F508del corr | RAD54 inh
C[C@H](CO)N1C[C@H](C)[C@@H](CN(C)C(=O)c2ccccn2)Oc2ncc(C3=CCCC3)cc2C1=O is entered as -0.8 | 0 | · | ? | 22 | -0.9 | -2.7 | 3
COc1ccc(CN(C)C[C@@H]2OCCCC[C@H](C)Oc3ccc(NS(=O)(=O)c4cn(C)cn4)cc3C(=O)N([C@H](C)CO)C[C@H]2C)cc1 is entered as 0.2 | 18 | -1 | 10 | 0 | 0.8 | 1.9 | 2
